GlmU inhibition: inhibition of mycobacterial GlmU enzyme – biochemical, glucosamine-1-phosphate acetyltransferase (AID 1376). hit rate 0.25% among 220,000. Bifunctional protein GlmU (Mycobacterium tuberculosis (strain ATCC 25618 / H37Rv)). M. tuberculosis GlmU acetyltransferase enzyme assay; higher % means a stronger effect. one-dose inhibition, %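 (tested at 30 µM in the primary screen)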; IC50 in µM for titrated hits; in the data active = inhibition above about 13%;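 note: 0% = complete reaction with vehicle and 100% = reaction without substrate; strong numbers were not always called active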
Mtb RmlCD inh: M. tuberculosis RmlC/RmlD coupled enzyme inhibitors, primary screen, biochemical, compound mixtures, 384-well, from 1536-well plates; RmlC+RmlD coupled enzyme assay, percent inhibition; primary screen in compound mixtures; hit rate 0.03% among 160,000; inhibition, % at 3.6 µM; dTDP-4-dehydrorhamnose reductase (Mycobacterium tuberculosis (strain ATCC 25618 / H37Rv)) …; AID 1533, 2009; in the data active = inhibition mostly above about 34%, no sharp cut-off; note: some results filed as inactive read as strong as hits
Target sequence (P9WH09 whole entry, looked up): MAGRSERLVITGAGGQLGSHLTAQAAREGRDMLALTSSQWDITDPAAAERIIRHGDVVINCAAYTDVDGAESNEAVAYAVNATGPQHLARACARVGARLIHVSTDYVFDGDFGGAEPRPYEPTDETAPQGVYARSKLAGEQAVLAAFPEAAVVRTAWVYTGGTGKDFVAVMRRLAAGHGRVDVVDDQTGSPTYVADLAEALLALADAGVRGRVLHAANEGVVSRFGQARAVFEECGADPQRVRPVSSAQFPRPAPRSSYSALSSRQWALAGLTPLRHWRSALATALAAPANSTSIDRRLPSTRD
Target sequence (P9WH11 whole entry, looked up): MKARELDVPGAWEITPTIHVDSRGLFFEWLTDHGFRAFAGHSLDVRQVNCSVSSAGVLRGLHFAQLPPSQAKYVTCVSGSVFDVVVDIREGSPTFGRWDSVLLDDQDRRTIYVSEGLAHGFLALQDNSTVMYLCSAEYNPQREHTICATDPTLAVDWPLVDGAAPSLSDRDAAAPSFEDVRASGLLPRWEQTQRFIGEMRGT
An asterisk follows results filed as active; / = no result given; & = joins results of further samples. Not all compounds are listed (hit frequency here may not be typical).

The line under a structure holds: GlmU inhibition	Mtb RmlCD inh
1: COc1ccc(Cn2nnnc2C(c2ccncc2)N2CCOCC2)cc1 (centres undefined)
    4.5%	9
2: Cc1ccccc1Nc1nc(N)nc(CN2C(=O)NC3(CCCCC3C)C2=O)n1 (centres undefined)
    0.0%	/
3: COc1ccc(C2CC(=O)C(C=NCCN3CCN(C(C)=O)CC3)=C(O)C2)cc1 (centres undefined)
    -5.9%	6
4: CCOc1ccccc1N(CC(=O)NCC1CCCO1)C(=O)CCC(=O)Nc1ccccn1 (centres undefined)
    -1.1%	/
5: CN(CC(=O)Nc1ccc(N2CCOCC2)cc1)C(=O)CC(c1ccccc1)c1ccccc1
    -1.1%	-10
6: Cc1nnc(NC(=O)c2ccncc2)s1
    6.8%	9
7: O=[N+]([O-])c1cccc(-c2n[nH]c(=S)n2-c2ccccc2)c1
    -2.3%	-1
8: O=C(Cc1ccc(Cl)cc1)NCc1ccccc1Cl
    2.2%	3
9: CCOc1ccccc1-n1c(N)c(C(N)=O)sc1=S
    -5.1%	-3
10: Cc1cccc(NC(=O)c2ccc3nsnc3c2)c1C
    2.6%	21
11: COc1cc(O)c(C(CC(=O)N2CCOCC2)c2ccc(N(C)C)cc2)c(OC)c1 (centres undefined)
    -2.1%	/
12: Cc1ccc(-c2ccc(/C=N/N=C3/NC(=O)C(CC(=O)O)S3)o2)c([N+](=O)[O-])c1 (centres undefined)
    6.3%	-8
13: Cc1nc2cc(Cl)c(Cl)cc2n1CCCO
    -2.7%	6
14: CCc1ccc(-c2ccc(C(=O)O)cc2)nc1
    1.1%	0
15: COc1cc(/C=N/Nc2nn3cnnc3c3ccccc23)cc(OC)c1OC
    -2.9%	/
16: O=[N+]([O-])c1ccc(Cl)c(/C=N/N2CCN(c3ccccc3)CC2)c1
    4.8%	14
17: Cn1c(=O)c2c(SCc3ccccn3)nc(-c3ccccc3)nc2n(C)c1=O
    -1.6%	/
18: COCCNC(=O)C(c1ccc(O)cc1)N(C(=O)CCC(=O)Nc1nccs1)c1cccc(C)c1 (centres undefined)
    9.4%	-9
19: CCC(C)(C)NC(=O)CN(C(=O)CCC(=O)Nc1cc(C)ccn1)c1ccc2c(c1)OCO2
    -0.4%	-5
20: Cc1ccccc1CSc1nn2c(=O)c(C)nnc2s1
    2.2%	3
21: O=C(O)c1ccn[nH]1
    -0.1%	/
22: Cc1cccc(CCNC(=O)C2CCN(S(=O)(=O)c3c(C)noc3C)CC2)c1
    2.2%	-7
23: Cc1cc(NS(=O)(=O)c2ccc(NC(=O)CN3C(=O)c4ccccc4C3=O)cc2)nc(C)n1
    2.4%	27
24: Cc1cccc(/C(N)=N/OC(=O)N2c3ccccc3Sc3ccccc32)c1
    -2.3%	/
25: COC(=O)C1=CN(Cc2ccc(OC)cc2)C=C(C(=O)OC)C1c1cccs1
    -2.3%	6
26: Cc1ccc(C(=O)CSc2nc3cc(S(=O)(=O)N4CCOCC4)ccc3o2)cc1
    6.2%	-6
27: CC(=O)N1CCN(c2ccc(NC(=S)NC(=O)/C=C/c3ccccc3)cc2)CC1
    -3.6%	56
28: O=C(CN1CCN(c2ccc(O)cc2)CC1)NC(=O)NCc1ccco1
    2.0%	-6
29: CCCn1c(=O)c(C(=O)NCc2ccccn2)c(O)c2ccccc21
    -1.3%	5
30: O=C(COc1ccc(C2SCCS2)cc1)NNC(=O)C(Cl)Cl
    -3.6%	-8

Reformatted: two of the compounds above.
[18] COCCNC(=O)C(c1ccc(O)cc1)N(C(=O)CCC(=O)Nc1nccs1)c1cccc(C)c1 (centres undefined)
  GlmU inhibition: 9.4%; Mtb RmlCD inh: -9

[19] CCC(C)(C)NC(=O)CN(C(=O)CCC(=O)Nc1cc(C)ccn1)c1ccc2c(c1)OCO2
  GlmU inhibition: -0.4%; Mtb RmlCD inh: -5

Later entries.
The line under a structure holds: GlmU inhibition	Mtb RmlCD inh
31: COCCN(C(=O)CSc1ncc(C(F)(F)F)cc1Cl)c1c(N)n(Cc2ccccc2)c(=O)[nH]c1=O
    -3.4%	35
32: O=C(O)CCCNS(=O)(=O)c1ccc2ccccc2c1
    3.6%	-8
33: Cc1ccc(-c2cc(C(=O)Nc3cnn(C45CC6CC(CC(C6)C4)C5)c3)no2)cc1
    -0.9%	-8
34: Cc1cc(C)cc(N2C(=O)CSC2c2cccs2)c1 (centres undefined)
    1.1%	9
35: Cc1ccc(C(=O)NC(=S)Nc2ccc(N3CCOCC3)cc2)cc1C
    1.5%	/
36: Cc1occc1C(=O)Nc1nnc(-c2ccncc2)s1
    -1.6%	14
37: Cc1nn2c3c(cnc2c1-c1ccc(Cl)cc1)C(=O)CC(c1ccco1)C3 (centres undefined)
    1.9%	/
38: O=C(NC(=S)Nc1ccc2oc(-c3ccncc3)nc2c1)c1ccccc1F
    -0.1%	2
39: COc1ccccc1-n1cnnc1SCC(=O)Nc1cccnc1Cl
    0.0%	-12
40: C1CC(CN2CCOCC2)CN(c2nc3nonc3nc2N2CCSCC2)C1 (centres undefined)
    -9.7%	12
41: Cc1cc(C)c(NC(=O)COc2nc3ccccc3nc2C)c(C)c1
    -4.6%	24
42: S=c1[nH]nc(Cc2ccccc2)n1-c1ccc(Cl)cc1
    -0.3%	/
43: C/C(=N\NC(=O)CC1(C)OCCO1)c1cccs1
    -6.0%	-3
44: CCOC(=O)Cn1c(=O)c2c(nc(Br)n2Cc2ccc(Cl)cc2)n(C)c1=O
    3.8%	/
45: Cc1nn(Cc2ccc(Cl)c(Cl)c2)c(C)c1NC(=O)c1noc2c1CCCCC2
    8.0%	-40
46: O=C(Cn1cnc([N+](=O)[O-])c1)NCc1ccc(F)cc1
    /	-12
47: S=C(Nc1ccccc1Cl)N(CCN1CCCCC1)Cc1ccco1
    -2.0%	-10
48: COc1ccc(OCCSc2nnc(C)n2-c2ccccc2)cc1
    -1.2%	/
49: CC1(C)C=Cc2c(ccc(-c3coc4cc(O)ccc4c3=O)c2O)O1
    0.6%	/
50: O=c1cc(O)nc(SCc2ccccc2)n1-c1ccccc1
    1.3%&0.7%	2
51: CC(C)N(CCNS(=O)(=O)c1ccc(Cl)cc1)C(C)C
    3.4%	/
52: O=C1[C@@H]2CSCN2C(=O)CN1Cc1ccc(F)cc1
    0.3%	/
53: CN1C(=O)C2(c3ccccc31)N(C)CC(c1ccccc1)C21SC(=S)N(Cc2ccco2)C1=O (centres undefined)
    5.8%	-6
54: O=C(COC(=O)c1cc(-c2cccs2)nn1-c1ccccc1)Nc1cc([N+](=O)[O-])ccc1Cl
    8.9%	-8
55: Cc1cccc(C(=O)NN(C)c2nc(-c3ccccc3)nnc2C(F)(F)F)c1
    -4.6%	-1
56: CCn1ncc([C@@H]2C[C@H]3CN(Cc4ccccc4C)C(=O)[C@]34CCCN24)c1C
    2.7%	-3
57: c1ccc(CCCc2nc(-c3ccccn3)no2)cc1
    4.1%	/
58: CCOc1ccc(NC(C(=O)Nc2cccc(C(C)=O)c2)c2ccccc2)cc1 (centres undefined)
    -0.9%	/
59: Oc1ccc(/C=N/N2CCOCC2)c(O)c1O
    10%	3
60: Cc1ccc(S(=O)(=O)Cc2ccc(C(=O)N3CCN(c4cc(C)ccc4C)CC3)o2)cc1
    3.9%	/
61: Cc1nnn(-c2nonc2N)c1C(=O)NNC(=O)c1ccc(Cl)c(Cl)c1
    -2.3%	-12
62: COc1ccc(CN(C)C(=O)COC(=O)c2ccc3c(c2)OCO3)cc1OC
    0.1%	/
63: Cc1cc(-c2ccccc2)nc2cc(C(=O)NCCCn3ccnc3)nn12
    -3.3%	-11
64: CC1(C)CC2CC(C)(CN2Cc2c(O)ccc3ccccc23)C1 (centres undefined)
    -8.4%	5
65: N#CCc1nc2c3c4c(sc3ncn2n1)CCCC4
    /	13
66: O=C(CSc1nc(-c2ccccc2)cc(C(F)(F)F)n1)c1cccc([N+](=O)[O-])c1
    -10%	14
67: COc1cc(/C=N\Nc2nc3ccccc3[nH]2)cc(OC)c1OC
    -1.3%	-3
68: CCN1CCC(=NNC(=O)c2ccc(C)c([N+](=O)[O-])c2)CC1
    1.7%	/
69: C[C@@H](C(=O)O)[C@H]1C[C@]1(C)[C@H](NC(=O)OCc1ccccc1)c1ccccc1
    2.8%	/
70: O=C(NC(=S)N1CCOCC1)C12CCC3CC(CC(C3)C1)C2
    1.8%	-13
71: CCc1ccc(C(=O)NNc2ccc(F)cc2F)cc1
    3.7%	3
72: COc1ccc(CNC(=O)/C=C/c2ccc(OCCCF)cc2)cc1
    0.8%	0
73: CCCc1nc2ccc(NC(=O)c3cccs3)cc2c(=O)n1Cc1ccc(Cl)cc1
    -0.9%	/
74: c1ccc(-c2nc(N3CCCC3)nc3ccccc23)cc1
    -0.7%	/
75: O=C(NCCCO)NC(=S)c1cccc2ccccc12
    3.2%	-9
76: CCC1CCCCN1CCNC(=O)c1[nH]c(C)c(C(C)=O)c1C (centres undefined)
    -5.2%	20
77: O=C1SC(SCc2ccccc2)=N/C1=C\c1ccc(C(=O)O)cc1
    -1.6%	-6
78: O=C(O)Cn1c(O)c(C=Nc2ccccc2)sc1=S
    3.2%&-0.6%	0&-9
79: O=C1CC[C@@H](CN(Cc2ccccn2)Cc2nc(Cc3cccc(C(F)(F)F)c3)no2)N1
    4.8%	-8
80: CCn1cc(S(=O)(=O)Nc2cc(F)ccc2C)cn1
    1.9%	/
81: CCCC(=O)Nc1c(-c2ccccc2)c(=O)c(C)nn1-c1ccc(C)cc1
    -3.2%	/
82: O=C(CN1C(=O)C2C3C=CC(C3)C2C1=O)N1CCc2ccccc2C1 (centres undefined)
    -0.2%	-11
83: Cc1cc(C(=O)NNc2ccc(C(C)C)cc2)n(C(C)(C)C)n1
    -6.2%	6
84: O=C(COc1ccc(Cl)cc1Cl)OCn1nnc2ccccc2c1=O
    3.3%	13
85: O=C1CSC(c2ccccc2)N1CC(O)c1ccc([N+](=O)[O-])cc1 (centres undefined)
    2.3%	-12
86: O=[N+]([O-])c1cc(C(F)(F)F)ccc1NCCCCNS(=O)(=O)c1ccc2ccccc2c1
    1.2%	2
87: CCCCCCCC(=O)N/N=C(\C)c1ccc(N)cc1
    -1.0%	/
88: CCN(C(=O)c1cc2c(=O)[nH]c3ccc(C)cc3c2s1)c1ccc(OC)cc1
    7.6%	-3
89: CC(C)CC(=O)N1CCC(O)(CS(=O)(=O)Cc2ccccc2)CC1
    -1.1%	-5
90: CCOC(=O)c1ccc2c(c1)n(CCCS(=O)(=O)[O-])c(/C=C/c1ccc(Cl)cc1)[n+]2CC
    /	8

By substructure, the compounds so far containing a COOH group.
The line under a structure holds: GlmU inhibition	Mtb RmlCD inh
12: Cc1ccc(-c2ccc(/C=N/N=C3/NC(=O)C(CC(=O)O)S3)o2)c([N+](=O)[O-])c1 (centres undefined)
    6.3%	-8
14: CCc1ccc(-c2ccc(C(=O)O)cc2)nc1
    1.1%	0
21: O=C(O)c1ccn[nH]1
    -0.1%	/
32: O=C(O)CCCNS(=O)(=O)c1ccc2ccccc2c1
    3.6%	-8
69: C[C@@H](C(=O)O)[C@H]1C[C@]1(C)[C@H](NC(=O)OCc1ccccc1)c1ccccc1
    2.8%	/
77: O=C1SC(SCc2ccccc2)=N/C1=C\c1ccc(C(=O)O)cc1
    -1.6%	-6
78: O=C(O)Cn1c(O)c(C=Nc2ccccc2)sc1=S
    3.2%&-0.6%	0&-9

(continued)
The line under a structure holds: GlmU inhibition	Mtb RmlCD inh
91: CCN(CC)S(=O)(=O)c1ccc(N2CCOCC2)c(NC(=O)COc2ccccc2)c1
    0.9%	1
92: CC(C)NC(=O)CC(=O)N/N=C\c1ccccc1C(=O)O
    4.7%	8
93: C=CCNC(=S)Nc1c(N)n(C)c(=O)n(C)c1=O
    4.5%	/
94: O=C(Nc1ccccc1)c1csc(-c2ccccc2)n1
    2.5%	-4
95: O=C(CSc1ncn[nH]1)Nc1ccc([N+](=O)[O-])cc1Br
    -3.0%	5
96: O=C(CN(c1ccc(Cl)cc1)S(=O)(=O)c1ccccc1)N1CCN(c2ccccc2)CC1
    -5.9%	-13
97: CCOc1cc(CNc2ccc3c(c2)OCCO3)cc(Br)c1OCC
    -0.5%	3
98: CCOc1ccc(C(=O)Nc2ccc(Cc3ccncc3)cc2)cc1Br
    5.8%	-14
99: Cc1ccc(NC(=O)c2cccnc2C(=O)Nc2ccc(C)cc2)cc1
    2.5%	-3
100: O=C(Cc1ccc(S(=O)(=O)N2CCOCC2)s1)NCC1CCCCC1
    2.1%	/
101: O=C1NC(=O)N(Cc2ccco2)C(=O)/C1=C\c1ccc(-c2ccc(F)cc2)o1
    -3.9%	-6
102: CCOc1ccccc1N1CCN(C(=O)C(F)(F)F)CC1
    -0.3%	-6
103: CC1CCC(N2CC(=O)N(Cc3ccc4c(c3)OCO4)C(c3ccc(F)cc3)C2=O)CC1 (centres undefined)
    -2.0%	/
104: COc1ccc(/C=C/C(=O)c2ccc(NC(=O)c3cccs3)cc2)cc1OC
    0.4%	12
105: CCC1(CC)C(=O)C2=C3C1[C@H](C(=O)OC)C=C(C(=O)OC)C[C@H]3[C@H]1C(=O)NC(=O)[C@H]1[C@H]2C (some centres undefined)
    -3.2%	/
106: COc1ccc(-c2ccc(-c3noc(-c4ccco4)n3)c(OC)n2)cc1
    1.2%	-10
107: COc1ccc(C2C3=C(CC(C)(C)CC3=O)Oc3ncn(Cc4ccco4)c(=N)c32)cc1 (centres undefined)
    -0.1%	-6
108: NC(=O)c1ccc(-n2nnnc2SCC(=O)Nc2ccc(N3CCOCC3)c(Cl)c2)cc1
    4.4%	7
109: Cc1c(O)cc2n(c1=O)-c1ccc(Cl)cc1C2(C)C
    -2.7%	/
110: S=C1CCSc2ccc(Cl)cc2N1
    /	-3
